Screening data deposited in PubChem by National Center for Advancing Translational Sciences (NCATS).
SNCA viab count – reduces viability of HEK-293 SNCA reporter cells; 150,000 compounds, 0.12% hits; Potency, µM (top dose mostly 57.1 µM), for the others: top-dose activity change, negative = cytotoxicity, most hits filed as cytotoxic; HEK-293-SNCA-luc viability, GF-AFC fluorescence, 24 h;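 further: potency means the concentration at half of the fitted maximal effect; 0% = DMSO-treated cells and -100% = medium-only wells without cells; nearly all actives have a fitted effect of over 30% in size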
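Cytotoxicity counterscreen: after 24 h compound treatment of genome-edited SNCA-luciferase HEK-293 cells, live-cell protease substrate GF-AFC read by fluorescence after 30 min; activity scaled between DMSO (0%) and medium-only (-100%), curves Hill-fitted.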
Luciferase inh – inhibitors of firefly (Photinus pyralis) luciferase. P08659. Potency, µM (titrated, usually from 115 µM), for inactives: at the top dose activity change, negative = inhibition, hits mostly inhibitors. purified P. pyralis luciferase, luminescence, biochemical. 76,000 compounds, 2.5% hits. AID 1347043; further: potency means the concentration at half of the fitted maximal effect; nearly all actives have a fitted effect of over 65% in size
Target sequence (P08659 whole entry, looked up): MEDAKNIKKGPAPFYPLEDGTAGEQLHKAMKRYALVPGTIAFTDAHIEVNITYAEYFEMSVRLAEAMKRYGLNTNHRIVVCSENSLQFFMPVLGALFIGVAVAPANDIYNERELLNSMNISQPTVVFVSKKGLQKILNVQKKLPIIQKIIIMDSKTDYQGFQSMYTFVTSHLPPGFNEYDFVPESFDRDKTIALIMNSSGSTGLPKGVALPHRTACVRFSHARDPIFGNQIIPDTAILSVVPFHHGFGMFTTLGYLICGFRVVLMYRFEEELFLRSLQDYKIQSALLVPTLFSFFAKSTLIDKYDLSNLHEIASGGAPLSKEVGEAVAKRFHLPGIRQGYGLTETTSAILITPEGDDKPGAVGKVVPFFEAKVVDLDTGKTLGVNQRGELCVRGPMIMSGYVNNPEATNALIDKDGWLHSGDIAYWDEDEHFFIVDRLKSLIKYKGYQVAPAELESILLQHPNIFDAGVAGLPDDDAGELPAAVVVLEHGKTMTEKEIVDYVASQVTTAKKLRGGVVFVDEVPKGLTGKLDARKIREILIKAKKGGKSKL
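Luminescence read by CCD imaging after purified firefly luciferase (10nM final) was added to substrate buffer holding 10uM D-luciferin and 10uM ATP, pH 7.5, pre-dosed with compound.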
SNCA expr inhib – inhibitors of alpha-synuclein (SNCA) gene expression | HEK-293 SNCA-luciferase knock-in, luminescence, 24 h | Potency, µM (series often up to 57.2 µM), for the others: at the top dose activity change, negative = inhibition, most hits filed as inhibitors | 140,000 compounds, 0.17% hits;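 further: potency means the concentration at half of the fitted maximal effect; plate controls were DMSO cells for no effect and cell-free wells for full effect; nearly all actives have a fitted effect of over 45% in size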
IP6K1 inhibitor – IP6K1 kinase inhibition. IP6K1 kinase, ADP-Glo luminescence, 2 h; stronger effect = lower value. activity change, % (series mostly up to about 58 µM). 140,000 compounds, 0.81% hits; in the data active means activity change below about -25%
Target sequence (Q92551 whole entry, looked up): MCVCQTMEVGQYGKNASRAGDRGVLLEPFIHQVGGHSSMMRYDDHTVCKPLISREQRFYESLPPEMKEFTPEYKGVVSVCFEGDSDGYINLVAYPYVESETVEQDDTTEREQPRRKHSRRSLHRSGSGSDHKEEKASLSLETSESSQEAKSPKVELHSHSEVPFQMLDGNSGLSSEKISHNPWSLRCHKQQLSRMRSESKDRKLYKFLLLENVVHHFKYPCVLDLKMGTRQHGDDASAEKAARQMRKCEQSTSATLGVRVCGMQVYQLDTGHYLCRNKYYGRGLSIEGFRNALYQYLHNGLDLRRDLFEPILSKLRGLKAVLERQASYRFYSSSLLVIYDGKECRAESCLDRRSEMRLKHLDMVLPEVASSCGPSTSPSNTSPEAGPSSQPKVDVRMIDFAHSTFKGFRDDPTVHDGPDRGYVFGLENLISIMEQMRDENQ
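ADP-Glo luminescence measures ADP made by human IP6K1 during a 2 h RT reaction with ATP/IP6 (mix at 1.3 mM/130 uM); top library doses 57.5 and 19.1 uM final.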
HEK293 tox – kills HEK 293 cells. HEK 293 viability, ATP luminescence (CellTiter-Glo), 48-72 h. Potency, µM (doses to about 115 µM), for inactives: at the highest dose activity change, negative = cytotoxicity, actives largely listed as inhibitors. 94,000 compounds, 6.6% hits. AID 1345083; further: potency means the concentration at half of the fitted maximal effect; nearly all actives have a fitted effect of over 60% in size
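HEK 293 seeded at 250 cells/well receive compound via pintool. After 48 or 72 hr at 37 degree Celsius, 5% CO2 and 95% humidity, CellTiter-Glo is dispensed and luminescence read following 10 min at room temperature.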
3T3 cytotox – cytotoxic compounds in NIH 3T3 cells; AID 1345082; NIH 3T3 viability, CellTiter-Glo ATP luminescence, 48-72 h; Potency, µM (series often up to 96.7 µM), for inactives: at the top dose activity change, negative = cytotoxicity, most hits filed as inhibitors; 94,000 compounds, 4.3% hits; further: potency means the concentration at half of the fitted maximal effect; nearly all actives have a fitted effect of over 55% in size
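Luminescent ATP readout (CellTiter-Glo, 10 min RT) after 48 or 72 hr compound exposure of NIH 3T3 cells seeded at 400 cells/well in 1536-well format; quantitative HTS.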
GPT2 inhibitor – blocks human glutamate pyruvate transaminase 2; Recombinant GPT2, coupled pyruvate oxidase/HRP Amplex Red fluorescence; 100,000 compounds, 0.25% hits; Potency, µM (highest dose often 57.7 µM), for inactives: top-dose activity change, negative = inhibition, most hits filed as inhibitors; AID 1671188; further: potency means the concentration at half of the fitted maximal effect; nearly all actives have a fitted effect of over 60% in size; many of its hits are not listed in these tables
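Fluorescence read-out: pyruvate from GPT2 turnover coupled to pyruvate oxidase, HRP and Amplex Red (0.2mM ThPP, 0.2U/mL PO and HRP, 50uM Amplex final). Substrates 250uM a-KG, 2mM L-alanine; enzyme 10ng/uL; 30 min RT.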
Numbers without * were called inactive; i = inactive; ? = inconclusive; . = not tested or not shown; [ ] = another dose, or the depositor's remark. Unless noted, the call rests on the fitted dose curve; in most records, active means well fitted curve in the direction sought with a large enough effect; inconclusive means small, poorly fitted or top-dose-only effect, or another doubt; inactive means no such curve, though single readings can be large; an effect the other way counts as inactive or inconclusive. Unless noted, on the % scale 0 is the no-effect control and ±100 the full control effect.

SMILES | SNCA viab count | Luciferase inh | SNCA expr inhib | IP6K1 inhibitor | HEK293 tox | 3T3 cytotox | GPT2 inhibitor
C[S+](=O)([O-])c1ccc(-c2nnc3n2C(C(=O)N2CCCC2)CC3)cc1 (stereo not drawn) | -2% | . | 0% | -12 | i | 1% | 4%
Cn1nc(C(=O)NC2CC2)c2c1CN(C(=O)Cc1cccc(F)c1)C2 | 8% | . | 3% | -3 | -24% | -28% | 1%
O=C(O)CCCC(=O)N1Cc2ccccc2CC2(CCCN(Cc3ccncc3)C2)C1 (stereo not drawn) | 0% | . | -20% | 0 | 2% | -16% | i
Cc1nc(CN2CC3(CCN(C)C3)c3cc(C(=O)NCc4cccs4)ccc32)cs1 (stereo not drawn) | -7%[87.6 µM] | 0%[172 µM] | -6%[87.6 µM] | 6 | ? | 79µM* | i
CCCc1nc2nc(C)c(NS(=O)(=O)c3ccc(CC(C)C)cc3)c(=O)n2[nH]1 | ? | . | -2% | -25 | . | . | .
COc1ccc(Br)c2c1-c1nc(NC(=O)c3ccc(F)cc3)sc1C2 | -1% | . | -9% | 12 | . | . | .
CCCSCCCNC(=O)C1CCN(c2nc3ccccc3nc2C(F)(F)F)CC1 | -1% | . | 1% | -29* | . | . | .
CC(=O)N1CCC(N2CC[C@H](c3nc4ccc(F)cc4[nH]3)C2)CC1 | 0%[87.6 µM] | -10%[172 µM] | 57%[activator][87.6 µM] | -3 | -34%[172 µM] | -6%[174 µM] | 2%[88.5 µM]
Cc1cc(C)c(NC(=O)CCn2c(=O)c3cccn3c3ccccc32)c(C)c1 | 2% | . | 8% | -4 | . | . | .
Cc1cccc(N(C)c2ccc3nnc(-c4cc(C#N)ccn4)n3n2)c1 | -19%[87.6 µM] | 7%[172 µM] | ? | -20 | ? | ? | 5%[88.5 µM]
COc1cccc(NC(=O)Cn2ccn3nc4c(c3c2=O)CCCCC4)c1 | 7% | ? | 38%[activator] | 18 | 8% | 4% | 4%
CCN(Cc1ccncc1)C(=O)CCC[C@@H]1[C@H]2CCCN3CCC[C@@H](CN1Cc1cccnc1)[C@@H]23 | -16% | 0% | -15% | -2 | -15% | -20% | 1%
Cc1cnc(CCNC(=O)c2cc(CN3CCOCC3)on2)n1CC1CC1 | 4% | 4% | 6% | 13 | -1% | 2% | -15%
CNC(=O)c1cc2n(n1)CCCN(Cc1ccc(F)cc1)C2=O | 10% | . | 5% | -1 | . | . | .
COC[C@@H]1CN(c2cnccn2)C[C@H]1C(=O)NCCc1ccccn1 | -1% | 1% | -7% | 6 | -3% | 3% | 2%
COc1ccccc1-c1cccc(C(=O)N2CCN([S+](=O)([O-])c3ccccc3)CC2)c1 | 7%[12.5 µM] | . | -29% | -6 | 32µM* | ? | i
Cc1ccc(-n2ncc(C(=O)NCCN3CCCC3)c2C2CCN(C(=O)OC(C)(C)C)CC2)cc1C | -19% | . | -19% | 1 | . | . | .
O=C(c1ccncc1)N1CCCN(c2ccc3nnc(-c4ccccc4)n3n2)CC1 | . | . | . | 12 | -12% | -27% | .
CCNC(=O)C1CCCN(c2nn3cc(-c4ccc(C)cc4)nc3s2)C1 (stereo not drawn) | -11% | . | -28% | -12 | . | . | .
O=C(Cc1ccc(F)cc1)N1CCCN(c2ccc3nnc(C4CC4)n3n2)CC1 | . | . | . | 8 | i | -3% | .
CC1(COc2ccc3[nH]ccc3c2)COc2ccc(C(=O)N3CCOCC3)cc2N1 (stereo not drawn) | -6%[87.6 µM] | -11%[172 µM] | 40%[activator][87.6 µM] | -2 | ? | ? | -10%[88.5 µM]
CCc1ccc(NC(=O)Cn2nc3n(c2=O)CCCCC3)cc1 | 4% | 10% | -2% | -8 | 0% | -6% | i
COc1ccc(CNC(=O)Cn2nc(C)n3cccc3c2=O)cc1 | 1% | . | -2% | 0 | . | . | .
CCn1cc(CN2CCCC(c3nc(-c4cccnc4)no3)CCNC(=O)CC2)c(C)n1 (stereo not drawn) | -3% | -13% | 1% | 7 | 4% | -16% | -16%
CCOc1ccc(NC(=O)Cn2c(-c3ccc(F)cc3)nc(C)cc2=O)cc1 | ? | -1% | -11% | 4 | ? | ? | i
(more compounds)
SMILES | SNCA viab count | Luciferase inh | SNCA expr inhib | IP6K1 inhibitor | HEK293 tox | 3T3 cytotox | GPT2 inhibitor
COc1ccc(C)cc1NC(=O)c1cc(S(=O)(=O)NC2CCCCCC2)ccc1F | -9% | . | ? | 2 | . | . | .
Cc1oc(-c2cccc(Oc3ccccc3)c2)nc1CN(C)Cc1cnc(N)nc1 | -5% | -1% | -28% | 7 | ? | ? | 2%
COc1nc(-c2ccccc2)ccc1-c1noc(-c2ccccc2Br)n1 | 9% | . | -8% | 9 | . | . | .
CS(=O)(=O)c1ccc(CN2CCOC[C@H]2c2ncc(-c3ccc(F)cc3F)[nH]2)cc1 | 1%[87.6 µM] | -7%[172 µM] | -13%[87.6 µM] | 9 | ? | -18%[174 µM] | i
CCC[C@H]1CN(C(=O)CCc2ccccc2C)C[C@@H]1N | 9% | 0% | 5% | 1 | -8% | -27% | i
COCCN1C(=O)[C@H]2CC[C@@H]1CN(c1ncnc3sc(C)c(C)c13)C2 | 1% | 9% | 17% | 51 | ? | ? | 1%
O=C(NCC1CCOCC1)c1cccc(C(F)(F)F)c1 | 22% | -9% | -1% | 0 | -5% | -7% | 5%
COCCNC(=O)[C@@H](C)C1CC[C@@]2(C)Cc3sc(CSc4ccccc4)nc3[C@@H](C)[C@@H]2[C@H]1O (stereo partly drawn) | -1% | 7.1µM* | -15% | 11 | ? | ? | 2%
Cn1c(=O)oc2cc(S(=O)(=O)N3CCC(C(=O)NCc4ccc(F)cc4)CC3)ccc21 | -3% | . | 7% | -10 | . | . | .
Fc1ccc(OCc2nc(C3CCNC3)no2)cc1 (stereo not drawn) | 6% | 2% | 0% | -1 | i | -6% | -7%
CCOc1ccc(CCNC(=O)c2sc3ncccc3c2-n2c(C)ccc2C)cc1 | 12% | . | -2% | 34 | . | . | .
Cc1occc1C(=O)N[C@@H]1CN(c2ncccn2)C[C@H]1CO | 13% | -14% | -26% | 2 | -4% | -9% | 2%
COc1ccccc1CNC(=O)CC1CCCCN(C)C1=O (stereo not drawn) | -9% | -1% | -11% | 14 | -1% | 3% | 0%
COCCc1noc(CC2CCOC3(CCN(S(=O)(=O)c4cccc5cccnc45)CC3)C2)n1 (stereo not drawn) | 2% | . | -7% | 18 | ? | -29% | i
O=S(=O)(c1ccccc1C(F)(F)F)N1CC(c2nc(Cc3ccccc3)no2)C1 | 5% | -7% | -17% | 7 | ? | -27% | ?
CCc1ccc2ncc3c(-c4ccccc4)nn(-c4ccccc4)c3c2c1 | 13% | . | 17% | 3 | . | . | .
O=C(NCc1cccc(Cl)c1)c1cn2cc(-c3ccccc3)sc2n1 | -3% | . | 4% | 0 | ? | ? | ?
Cc1cccc2c1-c1sc(C(=O)NCCCN3CCN(c4ccccc4F)CC3)cc1CO2 | -18% | . | ? | -15 | . | . | .
Cc1cnc(C2CCC2)n1C1CCN(C(=O)C2(c3ccccc3)CC2)CC1 | -6% | 8% | -7% | 20 | -21% | -16% | -14%
CS(=O)(=O)N1CCCN(C(=O)CN2CCCCCC2)CCNC(=O)CC1c1ccccc1 (stereo not drawn) | 6% | -10% | -27% | -1 | -22% | -12% | 1%
CCOC(=O)C1CCN(C(=O)c2ccc3nnc(-c4c(C)cccc4C)n3c2)CC1 | -1% | . | -4% | 9 | 5% | ? | i
CCn1ccc(C(=O)N2CCC(Oc3ccccc3-c3nc(-c4ccccc4)no3)C2)n1 (stereo not drawn) | ? | -3% | ? | -8 | ? | ? | -24%
CCN(CC)Cc1ccc2c(c1)CN(C(=O)NCC(C)C)CCO2 | 0% | . | -29% | 8 | -18% | -6% | i
CCN(CC)c1ccc(NC(=O)c2cc3c(=O)n4cccc(C)c4nc3n2C)c(C)c1 | -2% | . | 28% | 51 | . | . | .
CNC(=O)C(C)(C)N1CCC[C@H]1C(=O)N(C)Cc1cccnc1 | 7%[87.6 µM] | 11%[172 µM] | -11%[87.6 µM] | -11 | 4%[172 µM] | 0%[174 µM] | i

Reformatted: 2 of the compounds above.
Molecule	SNCA viab count	Luciferase inh	SNCA expr inhib	IP6K1 inhibitor	HEK293 tox	3T3 cytotox	GPT2 inhibitor
COc1ccc(C)cc1NC(=O)c1cc(S(=O)(=O)NC2CCCCCC2)ccc1F	-9%	.	?	2	.	.	.
CS(=O)(=O)N1CCCN(C(=O)CN2CCCCCC2)CCNC(=O)CC1c1ccccc1 (stereo not drawn)	6%	-10%	-27%	-1	-22%	-12%	1%

(further entries)
SMILES | SNCA viab count | Luciferase inh | SNCA expr inhib | IP6K1 inhibitor | HEK293 tox | 3T3 cytotox | GPT2 inhibitor
O=S(=O)(c1ccc(F)cc1)N1CCCC(Cc2noc(-c3cnccn3)n2)C1 (stereo not drawn) | 5% | 10% | 12% | 2 | -26% | -22% | i
CCOc1ccc(CNS(=O)(=O)c2ccc3c(c2)CCCN3C(C)=O)cc1OC | 8% | . | -25% | -6 | . | . | .
Cc1ccc(-c2cc(C(=O)NC(C)c3ccccc3)c3ccccc3n2)cc1C (stereo not drawn) | 9% | . | -5% | 17 | . | . | .
CN1C[C@@H](NC(=O)c2ccc3c(c2)OCO3)C[C@H]1c1nc(-c2ccc(Cl)cc2)no1 | ? | -6%[172 µM] | -31%[87.6 µM] | -2 | 50µM* | 79µM* | 0%[88.5 µM]
COc1ccc(-c2noc(-c3nnn4c3COC(c3ccc(F)cc3)C4)n2)cc1 (stereo not drawn) | 0% | 1% | ? | -18 | -5% | -5% | -1%
CCCNC(=O)N1CC[C@@H](CC(=O)O)[C@@H](CC2=NCCc3ccc(OC)cc32)C1 | -8%[87.6 µM] | 3%[172 µM] | 13%[87.6 µM] | 25 | 2%[172 µM] | i | -1%[88.5 µM]
O=C(NCCN1CCOCC1)C1CCCN(c2ccnc3ccnn23)C1 (stereo not drawn) | 7% | . | 10% | 6 | -12% | -21% | -16%
Cc1ccsc1CCNc1cc(C2CC(N)C2)ncn1 (stereo not drawn) | 4% | 9% | 107%[activator] | 3 | ? | -24% | i
CC(=O)NCCC(=O)N1Cc2ccccc2CC2(CCCN2CC2CCNCC2)C1 (stereo not drawn) | 7% | . | -14% | -13 | i | i | i
COc1ccc(-c2nc(-c3ccccc3)nc3c2CN(C(=O)c2ccc(C)cc2)CC3)cc1 | ? | 4% | -17% | 6 | ? | ? | -6%
O=C1NCCCCCCN(C(=O)c2cnccn2)[C@H]2C[C@H](c3nc(-c4cccnc4)no3)C[C@@H]12 | 8% | 3% | 31%[activator] | 6 | -9% | -13% | i
C=CCNC(=O)C[C@@H]1CCN(C(=O)c2ccccc2)C[C@@H]1CC | 3%[87.6 µM] | 3%[172 µM] | 10%[87.6 µM] | 9 | -4%[172 µM] | i | -4%[88.5 µM]
Cc1nnc2ccc(N3CCCC(NC(=O)c4ccc(F)cc4)C3)nn12 (stereo not drawn) | . | . | . | -14 | -24% | ? | .

An excerpt; rates above refer to the full screens.
